Assay outcomes as filed in PubChem BioAssay.
hK5 inh = blocks human kallikrein 5 protease activity. 210,000 compounds, 0.59% hits. AID 873. inhibition, % at 5 µM. recombinant hK5, fluorogenic AMC substrate cleavage. Q9Y337;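 active = inhibition of 40% or more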;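 note: 0% = enzyme controls without compound and 100% = no-enzyme blanks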
Target sequence (Q9Y337 67-293 limits assumed): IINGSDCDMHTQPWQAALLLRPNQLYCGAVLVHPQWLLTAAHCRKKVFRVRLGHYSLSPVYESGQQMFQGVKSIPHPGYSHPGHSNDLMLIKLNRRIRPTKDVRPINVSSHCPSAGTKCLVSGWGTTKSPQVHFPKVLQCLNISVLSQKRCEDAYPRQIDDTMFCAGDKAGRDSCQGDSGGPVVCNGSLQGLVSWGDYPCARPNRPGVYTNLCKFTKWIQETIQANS
FXIa inh = factor XIa (human) inhibition; P03951; purified FXIa, Boc-Glu-Ala-Arg-AMC fluorogenic substrate; inhibition, % at 5 µM; 220,000 compounds, 0.14% hits;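 active = inhibition of at least 40%; inactive = inhibition below 40%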;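 note: fluorescence of freed AMC excited at 355 nm; 0% = enzyme without compound and 100% = no enzyme blank; many of its hits are not listed in these tables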
Hck Nef HTS = human Hck-Nef kinase inhibition; inhibition, % at 20 µM; Recombinant Hck-YEEI plus Nef, Z-Lyte FRET kinase assay; 220,000 compounds, 0.68% hits; AID 463187; P08631;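 active = Hck-Nef kinase inhibition above about 50%, limit read from the data; inactive = inhibition below that limit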;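 note: 0% = DMSO with Hck plus Nef and 100% = Hck alone without Nef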
Target sequence (P08631 whole entry, looked up): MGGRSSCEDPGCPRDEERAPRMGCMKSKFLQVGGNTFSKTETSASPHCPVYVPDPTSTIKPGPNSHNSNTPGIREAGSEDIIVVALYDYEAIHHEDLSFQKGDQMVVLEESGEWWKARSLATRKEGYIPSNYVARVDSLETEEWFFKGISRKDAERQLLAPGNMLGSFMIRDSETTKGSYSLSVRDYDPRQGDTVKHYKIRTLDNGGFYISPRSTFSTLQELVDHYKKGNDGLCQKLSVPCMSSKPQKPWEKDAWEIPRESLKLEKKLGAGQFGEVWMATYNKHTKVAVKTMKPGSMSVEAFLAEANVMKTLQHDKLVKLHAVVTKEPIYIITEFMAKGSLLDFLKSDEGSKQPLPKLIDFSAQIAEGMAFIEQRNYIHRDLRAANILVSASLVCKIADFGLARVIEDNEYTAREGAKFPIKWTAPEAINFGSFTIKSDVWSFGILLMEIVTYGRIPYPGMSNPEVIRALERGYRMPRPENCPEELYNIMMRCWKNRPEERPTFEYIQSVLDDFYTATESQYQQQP
Runt-CBFb FRET = inhibitors of human RUNX1 Runt domain binding to CBFb | Q01196+Q13951 | Cerulean-Runt/Venus-CBFb FRET ratio 530/480, 1 h | inhibition, % at 20 µM | 220,000 compounds, 0.46% hits;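 active = inhibition over about 50% at 20 µM in the single-dose screen, limit read from the data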;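 note: 0% = DMSO wells and 100% = excess unlabeled CBFb competitor control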
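test system = Cerulean-tagged RUNX1 Runt domain (FRET donor) fusion protein | reagent = Venus-CBFb binding partner, 100 nM | incubation = protein complex preformed 1 h, compound exposure 1 h, room temperature, dark | detection = FRET fluorescence | read-out basis = loss of energy transfer signal | controls = 5 µM unlabeled CBFb as full-inhibition high control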
14-3-3 Bad inh = disrupts binding of bovine 14-3-3 zeta to phospho-Bad peptide. P63103. TR-FRET 14-3-3zeta/Dy647-pBad peptide displacement, 1 h. 220,000 compounds, 0.71% hits. AID 781. inhibition, % at 21.7 µM;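 active = inhibition above about 70%, limit read from the data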;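 note: 0% = full 14-3-3 plus peptide FRET controls and 100% = background without 14-3-3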
Target sequence (P63103 whole entry, looked up): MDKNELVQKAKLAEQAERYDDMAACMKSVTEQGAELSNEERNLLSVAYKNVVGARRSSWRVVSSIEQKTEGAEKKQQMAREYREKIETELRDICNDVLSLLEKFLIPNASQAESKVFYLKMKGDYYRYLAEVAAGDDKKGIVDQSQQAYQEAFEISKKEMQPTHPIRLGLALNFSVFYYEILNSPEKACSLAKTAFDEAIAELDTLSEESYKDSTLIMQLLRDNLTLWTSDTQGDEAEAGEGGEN
Runt-SMMHC FRET = blocks binding of human RUNX1 Runt domain to CBFb-SMMHC. Q01196+Q13951. Cerulean-Runt/Venus-CBFb-SMMHC FRET ratio 530/480, 1 h. inhibition, % at 20 µM. 220,000 compounds, 0.74% hits;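 active = mean inhibition across duplicate retests at 20 µM reaching about 50%, limit read from the data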;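 note: 0% = DMSO wells and 100% = wells with excess untagged CBFb-SMMHC; inhibitors lower the FRET ratio by blocking Runt binding to CBFb-SMMHC; some results filed as inactive read as strong as hits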
FXIIa inh = blocks human coagulation factor XIIa protease activity; 220,000 compounds, 0.3% hits; inhibition, % at 5 µM; purified FXIIa, Boc-QGR-AMC fluorogenic substrate, 2 h; P00748; in the data active = inhibition above about 40%;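 note: 0% = enzyme with no compound and 100% = blank without enzyme; many of its hits are not listed in these tables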
Thrombin inh = thrombin (human) inhibition; alpha-thrombin, Boc-VPR-AMC fluorogenic substrate cleavage; inhibition, % at 5 µM; 220,000 compounds, 0.26% hits;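 active = inhibition at or above 40%; inactive = inhibition below 40%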;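 note: 0% = enzyme with no compound and 100% = wells without enzyme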
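Test system: human alpha-thrombin protein / Dosing: one concentration per compound, 5 µM, with 0.2% DMSO / Medium: pH 7.5 Tris-saline with Tween 20 / Benchmarks: no-compound enzyme wells and no-enzyme blanks / Read-out basis: percent inhibition of thrombin substrate cleavage / Timing: reaction at room temperature / Measured by: fluorescence, ex 355 nm, em 460 nm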
Wee1 stabilizer = inhibitors of human Wee1 degradation; AID 1321; reporter increase, % at 5 µM; 220,000 compounds, 1.2% hits; HeLa Luc-Wee1K328M stability, luciferase luminescence; 100% = proteasome inhibitor MG132 effect; P30291;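 active = activation above the mean of all tested compounds plus 3 SD, set per screening run, cut at about 8.8% in these data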;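 note: cells exposed to compound for 20 h before luminescence read; 0% = DMSO alone and 100% = MG132 at 30 µM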
Starred values were filed as active, the others as inactive; x = no result given; [ ] = remark or other dose.

SMILES	hK5 inh	FXIa inh	Hck Nef HTS	Runt-CBFb FRET	14-3-3 Bad inh	Runt-SMMHC FRET	FXIIa inh	Thrombin inh	Wee1 stabilizer
CC1CN(C2=CC(=O)CCC2)CC(C)O1 (centres undefined)	0	7	28	0	-5	-1	9	-2	-1
Cc1ccc(S(=O)(=O)Cn2nnnc2C(c2ccccc2)N2CCN(c3ncccn3)CC2)cc1 (centres undefined)	0	-5	-1	-4	1	-3	16	1	1
Cc1ccc(NC(=O)CN2C(=O)S/C(=C/c3ccc(-c4cccc(C(=O)O)c4)o3)C2=O)cc1	4	3	42	-28	88*	-1	8	-1	0
Cc1ccc2nc(-c3ccc4c(c3)NC(=O)CO4)cn2c1	-6	-1	-1	-2	-5	0	3	-1	20*
CCOc1cccc(CNc2ccc(O)cc2)c1OCc1ccccc1Cl	-2	6	3	-1	0[fluorescence artefact?]	-10	14	3	1
CCOC(=O)c1ccc(NC(=S)N2CCN(S(C)(=O)=O)CC2)cc1	4	-29	0	0	2	0	0	-7	-2
COc1ccc(CCN(C)C(=O)CCc2nnc(-c3ccccc3)o2)cc1OC	-2	-1	18	3	7	-5	3	4	2
CC1=C(C(=O)OC(C)C)C(c2ccccn2)n2ncnc2N1 (centres undefined)	-4	3	11	2	1[fluorescence artefact?]	2	12	3	-2
CCOC(=O)CNC(=O)CSc1ccc2nnc(-c3cccnc3)n2n1	5	4	27	-3	-6	-1	14	12	3
CS(=O)(=O)N1CCN(C(=O)C2c3ccccc3Oc3ccccc32)CC1	-5	6	-1	1	-3	7	20	2	1
Cc1ccc(C)c(NS(=O)(=O)c2ccc(OCC(=O)N3CCCC3)cc2)c1	-25	-16	6	-2	-5[fluorescence artefact?]	1	3	1	1
Cc1ccc(C(C(=O)NC2CCCC2)N(C(=O)CCC(=O)Nc2cc(C)on2)c2ccccc2)cc1 (centres undefined)	-12	5	4	-1	-5[fluorescence artefact?]	-7	11	1	-1
CC1=CS/C(=C(/C#N)C(=O)N2CCOCC2)N1c1ccccc1	-5	9	0	0	1	1	19	5	0
CCOC(=O)Nc1ccc(C)cc1Br	2	-9	0	-2	-7	3	3	-4	0
C=C(C)C1CC=C(C)/C(=N/NC(=O)COc2ccc(C)cc2)C1 (centres undefined)	-7	-5	7	-3	-12	1	2	-10	-2
CCOc1ccc(-c2cc(CCCC(=O)NCCC(C)C)no2)cc1	-4	-5	0	-2	-19	0	3	-13	0
COc1ccc(C(CC(=O)c2ccccc2)CC(=O)c2ccccc2)cc1	2	3	16	-1	2	2	11	0	4
COc1ccccc1C(O)(C(=O)NN(C(=O)c1ccccc1)c1ccccc1C)c1cccs1 (centres undefined)	2	1	0	0	30[fluorescence artefact?]	-1	10	-3	4
COc1ccccc1C(=O)C1CCCN(C(=O)c2cccnc2SC)C1 (centres undefined)	4	-1	35	0	3	0	9	-5	2
O=C(CCc1nc(-c2cccs2)no1)NCc1ccc(F)cc1Cl	28	-7	3	0	0	2	1	-7	0
CCc1ccccc1NC(=O)Nc1ccc(F)cc1	x	-2	-18	0	0	-1	6	0	-2
Cn1ncc(SCc2ccccc2)c(Cl)c1=O	0	-7	8	-1	4	-1	7	0	0
O=C(NCc1cccc(F)c1)c1ccc(N2C(=O)Cn3c(cc4sccc43)C2=O)cc1	-15	3	1	0	-13	3	7	-9	2
CCOC(=O)N1CCN(Cc2c(F)cccc2Cl)CC1	-9	-6	0	-1	60	-2	6	-1	-2
O=C(CCc1ccccc1)N/N=C/c1cccc([N+](=O)[O-])c1	5	-6	20	0	-10	-1	5	4	-4
N#CC1(Nc2ccccc2)C(=O)Nc2ccccc21 (centres undefined)	0	-1	2	4	-4	1	10	1	0
CCOC(=O)Cc1csc(NC(=O)CSc2nnc(C(C)C)n2CC)n1	8	-1	2	-1	7	1	7	-3	3
CCCn1c(SCC(=O)Nc2ccccc2Oc2ccccc2)n[nH]c1=O	16	10	11	2	-3	-1	15	7	0
CC1CCCc2sc3ncn(N)c(=N)c3c21 (centres undefined)	19	7	-16	1	-3	-2	30	3	-2
COc1ccc([N+](=O)[O-])cc1N(CC(O)CN(CC(C)C)CC(C)C)S(=O)(=O)c1ccccc1 (centres undefined)	-9	20	1	-3	13	2	29	5	-1

Quoted at random: three entries already listed
SMILES	hK5 inh	FXIa inh	Hck Nef HTS	Runt-CBFb FRET	14-3-3 Bad inh	Runt-SMMHC FRET	FXIIa inh	Thrombin inh	Wee1 stabilizer
O=C(NCc1cccc(F)c1)c1ccc(N2C(=O)Cn3c(cc4sccc43)C2=O)cc1	-15	3	1	0	-13	3	7	-9	2
O=C(CCc1nc(-c2cccs2)no1)NCc1ccc(F)cc1Cl	28	-7	3	0	0	2	1	-7	0
Cn1ncc(SCc2ccccc2)c(Cl)c1=O	0	-7	8	-1	4	-1	7	0	0

Remaining list, next part:
SMILES	hK5 inh	FXIa inh	Hck Nef HTS	Runt-CBFb FRET	14-3-3 Bad inh	Runt-SMMHC FRET	FXIIa inh	Thrombin inh	Wee1 stabilizer
Cc1cc(C)nc(NC(=O)Cc2cccs2)n1	1	6	2	2	-1	2	17	-5	-2
C=CCNc1oc(-c2ccc(OC)cc2)nc1C#N	-5	-5	6	0	-6	13	5	-5	-1
COc1ccc(Cn2c(-c3ccco3)nc3oc4cc(OC)ccc4c(=O)c3c2=O)cc1	-24	5	-1	-1	-5	-8	2	1	4
Cc1ccc(NS(=O)(=O)c2ccc(OCC(=O)NCC3CCCO3)cc2)cc1 (centres undefined)	x	5	0	-1	-11	2	11	3	3
OC(c1ccccn1)C1CCN(Cc2nc(C(c3ccccc3)c3ccccc3)no2)CC1 (centres undefined)	-2	-2	18	0	-5	-2	8	-3	1
Cc1cnc(SCc2ccc(Cl)cc2Cl)[nH]c1=O	1	2	28	-1	2	3	4	-2	0
N#C/C(=C(/O)COC(=O)c1cccnc1Cl)c1nc2ccccc2[nH]1	2	2	24	1	-18	7	10	-8	-4
O=C(Cn1cc(C(=O)C2CC2)c2ccccc21)NCc1ccccc1	-13	-4	-6	-1	-5[fluorescence artefact?]	-1	9	-3	0
Fc1ccc(-c2nc(-c3cccs3)[nH]c2-c2ccc(F)cc2)cc1	-23	-10	2	-3	-18	-4	3	-7	-1
CC(=O)Nc1nonc1C(=O)N1CCC(C)CC1	-7	9	-1	-1	-10	-6	26	8	0
C=CCOC(=O)C1=C(C)NC(=S)NC1/C=C/c1ccccc1 (centres undefined)	-1	-10	-1	1	-4	1	-3	-7	1
CN(C)c1ccc(/C=C(\C#N)C(=O)Nc2nc3c(s2)CCN(Cc2ccccc2)C3)cc1	-22	-10	0	-105	-10[fluorescence artefact?]	-239	-11	-10	2
CC(=O)OCC(OC(C)=O)C(OC(C)=O)C(OC(C)=O)C(=O)Nc1cccc(C)c1 (centres undefined)	5	2	14	-1	5	-5	7	-1	0
COC(=O)CCCC1=CC2=CC(=O)C(C)(OC(=O)c3cccs3)C(=O)C2=CN1C1CCCC1 (centres undefined)	1	1	21	0	-6	1	8	0	x
COc1cc2[nH]c(=O)n(CCC(=O)N3CCN(c4cc(Cl)ccc4C)CC3)c(=O)c2cc1OC	-11	-1	1	-2	28	0	5	4	-1
CCOC(=O)c1c(NC(=O)CSc2nnc(-c3ccco3)o2)sc(C)c1C	2	2	0	-2	-2	-1	12	-3	-1
CC(C)N(Cc1cc2ccccc2[nH]c1=O)C(=O)c1cccnc1	-3	5	-1	2	3	-3	16	1	-3
COc1ccc(N(CC(=O)Nc2cc(C(=O)O)ccc2C)S(=O)(=O)c2c(C)noc2C)cc1	6	-19	1	3	8	-3	15	2	2
COc1cccc(CNC(=O)Cn2cccc2)c1	-4	14	0	-1	-10	-5	10	-9	-2
CCOC(=O)N1CCC(NC(=S)Nc2ccc3nc(N4CCN(C)CC4)cc(C)c3c2)CC1	0	-3	20	1	-17	7	8	-11	1
CCC/C(=C1/C(=O)CC(C)(C)C(C(=O)OC)C1=O)N1CCCC1 (centres undefined)	-17	-2	2	-2	3	-2	22	1	2
Cc1cc(C)nc(N2CCC(C(=O)O)CC2)n1	1	-5	0	-1	2	3	1	-6	-1
Cc1cc(C)c(S(=O)(=O)NCc2ccncc2)c(C)c1	-32	2	1	1	-7[fluorescence artefact?]	-4	-3	-10	0
O=C(Nc1c(C(=O)NCc2ccco2)cnn1-c1ccccc1)c1ccc(F)cc1	13	0	0	2	8	2	14	-1	0
CCC1(c2ccccc2)NC(=O)N(CC(=O)N2CCN(S(=O)(=O)c3ccccc3)CC2)C1=O (centres undefined)	-16	-4	0	1	-14	-2	4	-11	1
Cc1ccc(N=C2NC(=O)C(CC(=O)NCc3ccccc3)S2)cc1C (centres undefined)	-18	-2	3	-2	3[fluorescence artefact?]	-5	1	-11	1
COc1ccc(-c2nnn(CC(=O)N(CCCO)C(C(=O)NC3CCCC3)c3ccc(F)cc3)n2)cc1 (centres undefined)	5	0	18	-1	-10	-1	9	-6	4
Cc1ccc(-c2nn3c(C)nnc3s2)cc1NC(=O)C(C)C	0	4	0	2	8	-1	14	-5	1
NC(=O)CCC(NS(=O)(=O)c1ccc(Cl)cc1)C(=O)NCc1ccc(Cl)cc1 (centres undefined)	-16	6	-2	-2	59	0	5	-3	2
NC(=S)NNc1cccc(Cl)c1	17	3	2	19	8	7	20	1	-1
O=C(NCCN1C(=O)C2C3C=CC(C3)C2C1=O)NCc1ccccc1 (centres undefined)	-2	-7	0	1	1	-7	-2	-3	1
CCOC(=O)C1(Cc2ccccc2)CCN(Cc2ccc3cc(NC(C)=O)ccc3n2)CC1	x	-5	-1	-5	3	-2	1	-7	2
CCOC(=O)Cc1csc(NC(=S)NC(=O)c2ccc(F)cc2)n1	-10	-6	1	-1	-2	0	7	-15	-2
Cc1ccc2[nH]c(=O)c(-c3nc4c(C)cccn4c3NCc3ccco3)cc2c1	-4	22	0	12	x	12	28	8	1
O=C(CCC1CCCN(C2C3CC4CC(C3)CC2C4)C1)NCc1ccc(F)c(F)c1 (centres undefined)	x	-5	0	0	3	-4	1	-1	0
CCN(CC)CCN(C(=O)Cn1nnc(-c2ccc(OC)c(OC)c2)n1)C(C(=O)NC1CCCC1)c1ccc(F)cc1 (centres undefined)	-32	-2	9	-5	14	1	1	-5	-1
CCS(=O)(=O)NC(C)C(c1cccs1)N1CCN(c2ccc(OC)cc2)CC1 (centres undefined)	-7	0	17	-1	-5	0	7	-6	2
CC(C)C(=O)NCCCc1ccccc1	2	6	1	-3	2	-2	7	3	0
O=C(CCl)NCCCN(C(=O)C(Cl)Cl)c1ccc([N+](=O)[O-])cc1	-6	-1	7	1	5	-2	3	-8	1

An excerpt from above, reduced to Wee1 stabilizer, Runt-SMMHC FRET and Runt-CBFb FRET.
SMILES,Wee1 stabilizer,Runt-SMMHC FRET,Runt-CBFb FRET
CC(C)C(=O)NCCCc1ccccc1,0,-2,-3
CCOC(=O)C1(Cc2ccccc2)CCN(Cc2ccc3cc(NC(C)=O)ccc3n2)CC1,2,-2,-5
CCS(=O)(=O)NC(C)C(c1cccs1)N1CCN(c2ccc(OC)cc2)CC1 (centres undefined),2,0,-1
